High-throughput results as filed in PubChem.
CIT2-GFP yeast: alters CIT2-GFP fluorescence in TOR pathway yeast screen. S. cerevisiae CIT2-GFP strain, flow cytometry, 3 h; 100 means same as DMSO wells. GFP response vs DMSO, % at 10 µM. 320,000 tested, 0.065% active;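 active = GFP response relative to DMSO above a set limit, near the screen mean plus 3 SD, cut at about 150% in these data; inconclusive = Fewer than 70 cells measured for a yeast strain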;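 note: ratio of well median GFP fluorescence to mean of DMSO wells on the plate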
LAP4-GFP MLPCN: modulators of TOR pathway LAP4-GFP in S. cerevisiae | S. cerevisiae LAP4-GFP multiplex, flow cytometry GFP, 3 h; median GFP as percent of DMSO wells | GFP response vs DMSO, % at 10 µM | 320,000 tested, 0.34% active;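 active = GFP response vs DMSO above a set limit, about the screen mean plus 3 SD, cut at about 150% in these data; inconclusive = under 70 cell events counted for the yeast strain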
proCasp7 act: counter-screen: procaspase-7 (human) activation | P55210 | recombinant procaspase-7, Ac-DEVD-pNA absorbance 405 nm; D23A/D198A/D206A triple mutant, cannot self-cleave; scale: DMSO 0, 5 µM enzyme 100 | activation, % at 8.5 µM | 330,000 tested, 0.093% active;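 active = percent activation above the screen-wide mean plus 3 SD, cut at about 25% in these data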
Target sequence (P55210 whole entry D23A/D198A/D206A): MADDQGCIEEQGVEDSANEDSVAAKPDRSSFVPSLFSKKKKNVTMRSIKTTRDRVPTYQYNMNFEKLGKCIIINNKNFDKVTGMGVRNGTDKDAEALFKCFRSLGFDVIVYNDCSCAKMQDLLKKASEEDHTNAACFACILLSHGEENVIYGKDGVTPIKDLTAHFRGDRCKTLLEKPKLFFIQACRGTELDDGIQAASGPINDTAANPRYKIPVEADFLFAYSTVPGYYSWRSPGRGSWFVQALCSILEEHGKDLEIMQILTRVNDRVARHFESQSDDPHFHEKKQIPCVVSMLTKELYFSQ
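Test system: Procaspase-7 triple mutant (PC-7 D3A). Also added: Ac-DEVD-pNA substrate, 400 µM as added. Schedule: 1 h enzyme–compound preincubation and 2 h substrate reaction, both 25 °C. Signal: p-Nitroaniline absorbance at 405 nm, read at 0 and 120 min. Control set: low DMSO alone, high DMSO plus 5 µM PC-7.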
AGP1-GFP MLPCN: yeast TOR pathway AGP1-GFP modulation; GFP response vs DMSO, % at 10 µM; S. cerevisiae AGP1-GFP multiplex flow cytometry, 3 h; GFP as percent of DMSO wells; 320,000 tested, 0.02% active;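 active = GFP response relative to DMSO above a set limit, near screen average plus 3 SD, cut at about 150% in these data; inconclusive = fewer than 70 cells counted for the yeast strain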;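 note: median GFP channel fluorescence of the gated AGP1 strain per well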
MEP2 TOR yeast: yeast TOR pathway MEP2-GFP modulation | 330,000 tested, 0.51% active | S. cerevisiae MEP2-GFP strain, flow cytometry GFP, 3 h; 100% = DMSO control level | GFP response vs DMSO, % at 10 µM;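 active = GFP response versus DMSO above a set limit, roughly screen mean plus 3 SD, cut at about 180% in these data; inconclusive = fewer than 70 cells counted for a yeast strain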;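 note: median GFP fluorescence of the barcode-gated MEP2-GFP cells per well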
RPL19A TOR yeast: yeast TOR pathway RPL19A-GFP modulation | S. cerevisiae RPL19A-GFP strain, flow cytometry, 3 h; active compounds read low | percent response vs DMSO, % at 10 µM | 330,000 tested, 0.3% active;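 active = percent response vs DMSO below 50%; inconclusive = fewer than 70 events counted for the yeast strain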;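 note: median channel GFP fluorescence of the barcoded RPL19A-GFP strain; ratio of sample median GFP to plate DMSO average so 100% = DMSO; lower means less RPL19A-GFP as with rapamycin TOR inhibition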
proCasp3 act: procaspase-3 (human) activation; AID 463141; P42574; 330,000 tested, 0.11% active; activation, % at 8.5 µM; recombinant procaspase-3 D3A, Ac-DEVD-pNA absorbance 405 nm;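 active = activation above the mean of all tested compounds plus 3 SD, cut at about 21% in these data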;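 note: 0% = DMSO alone and 100% = DMSO wells spiked with extra 5 µM PC-3 D3A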
Target sequence (P42574 whole entry D9A/D28A/D175A): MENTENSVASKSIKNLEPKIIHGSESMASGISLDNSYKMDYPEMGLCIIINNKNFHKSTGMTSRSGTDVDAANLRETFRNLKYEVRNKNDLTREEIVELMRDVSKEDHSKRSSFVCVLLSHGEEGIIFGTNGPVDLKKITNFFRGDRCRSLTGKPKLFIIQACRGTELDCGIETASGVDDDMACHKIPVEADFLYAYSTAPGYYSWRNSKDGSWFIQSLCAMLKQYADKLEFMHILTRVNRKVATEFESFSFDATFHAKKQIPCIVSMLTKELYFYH
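assay system = Procaspase-3 D3A mutant | signal = absorbance at 405 nm, 0 and 120 min | times = 1 h preincubation plus 2 h reaction at 25 °C | repeats = single replicate | read-out = % activation between DMSO and enzyme-spiked controls | medium = Zinc-free HEPES saline buffer with Triton X-100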
AHR activator: human AHR activation | 320,000 tested, 2.5% active | P35869 | AHR-responsive luciferase reporter cells, luminescence | activation, % at 5 µM | AID 2796; in the data active = activation above about 47%;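 note: 0% = vehicle wells and 100% = reference agonist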
* marks the source's active call; other numbers are inactive results; ? = inconclusive; · = not tested or not shown; [ ] = another dose, or the depositor's remark.

The line under a structure holds: CIT2-GFP yeast	LAP4-GFP MLPCN	proCasp7 act	AGP1-GFP MLPCN	MEP2 TOR yeast	RPL19A TOR yeast	proCasp3 act	AHR activator
O=C(CN(C(=O)CCC(=O)Nc1ccccn1)c1ccc2c(c1)OCO2)NCc1ccco1
    104.1	96.4	7.4	109.6	100.9	107.5	0.7	9.6
COC(=O)c1ccc(/C=C2/SC(=S)N(CCC(=O)N3CCOCC3)C2=O)cc1
    106.7	95.5	-3.9	100.5	103.2	103.3	9.4	0.5
C(=C\CSc1nnnn1-c1ccccc1)/CSc1nnnn1-c1ccccc1
    94.0	105.3	5.8	104.5	107.6	99.2	-7.4	1.1
Cc1cc(CSc2ccccc2)ccc1NC(=O)c1ccc(C)c([N+](=O)[O-])c1
    102.0	96.9	9.7	99.0	102.7	101.8	3.2	3.7
COc1ccc(CNC(=O)CN2C(=O)NC3(CCCCCC3)C2=O)cc1
    111.5	85.4	3.8	99.2	116.2	105.4	1.1	0.5
CC(OC(=O)C1CCCCC1)C(=O)Nc1cccc([N+](=O)[O-])c1 (stereo unspecified)
    78.6	102.0	2.2	96.2	97.1	95.1	4.1	-0.6
Cc1nc(CSc2ccc(Br)cc2)cs1
    96.2	106.2	1.9	99.9	96.0	95.2	1.8	-1.0
COc1ccc(/C=C2\Oc3cc(OCC(=O)N4CCC[C@H]4C(=O)O)ccc3C2=O)cc1OC
    98.0	99.0	-2.9	96.1	88.2	95.1	-2.5	-0.5
COc1ccc(CN2CCN(C(C)C)C(CCO)C2)cc1Cn1cccn1 (stereo unspecified)
    106.9	91.5	-1.0	99.4	103.2	99.3	-0.9	-0.7
Cc1ccc(C(=O)/C=C/NNC(=O)c2ccccc2O)cc1
    100.9	105.4	0.0	106.2	102.4	102.1	1.5	27.9
CCOC(=O)C1=C(COC(=O)C2CC(=O)N(c3ccc(CC)cc3)C2)NC(=O)NC1C (stereo unspecified)
    84.3	89.2	3.2	95.3	93.8	92.6	0.0	-0.7
CCN(Cc1nc(-c2cccc(C)c2)no1)C(=O)c1ccco1
    99.7	97.6	10.0	95.7	100.3	101.9	-3.9	0.5
Cc1ccccc1CC(=O)N1CCN(S(=O)(=O)c2cccs2)CC1
    ?	?	3.2	?	83.8[may fluoresce red and violet]	?	-0.6	2.0
Cc1cccc(OCC(=O)O/N=C(\N)c2ccccn2)c1
    94.5	99.2	2.4	95.6	97.3	92.9	3.1	-0.1
Cc1ccnc(NC(=O)CNC(=O)c2ccccc2Br)c1
    96.4	95.4	3.4	93.5	99.6	95.4	3.7	1.2
CCN(CC)C(=O)c1ccc2c(=O)n(CCOC)c(=S)[nH]c2c1
    93.2	95.9	10.4	94.3	98.4	92.2	1.2	5.9
CC(C)(C)n1nnnc1C(c1cccc(C#N)c1)N1CCCCCC1 (stereo unspecified)
    110.5	102.7	-9.1	110.7	114.0	108.9	-8.6	-0.3
O=C(Nc1cccnc1)c1cccc(S(=O)(=O)N2CCOCC2)c1
    100.2	107.3	3.0	103.7	98.7	98.4	2.1	10.9
Cc1cccc(CSc2ncnc3c2cnn3Cc2ccccc2)c1
    101.9	97.3	8.9	108.2	99.9	100.7	-7.4	-2.0
CN1CCN(NC(=S)NC2CCCC2)CC1
    96.1	96.5	1.3	95.6	97.8	99.7	-7.1	2.0
COC(=O)[C@H]1[C@@H](C)N(Cc2ccccc2)C(=O)N[C@H]1c1ccccc1
    113.1	132.6	-3.9	89.9	93.0	97.5	3.6	-1.4
CCCc1cc(=O)oc2c3c(cc(OCC(=O)N[C@@H](C)C(=O)O)c12)OC(C)(C)CC3
    99.5	92.5	-4.6	92.9	107.2	99.4	-3.5	3.5
Cc1ccc(N(CC(=O)Nc2cc(C)ccc2C)S(C)(=O)=O)cc1
    105.1	100.3	5.1	103.1	110.5	108.1	-0.1	6.0
COc1ccccc1C(CNc1nc(C(F)(F)F)nc2ccccc12)N(C)C (stereo unspecified)
    107.1	99.0	6.3	105.3	108.3	104.6	-7.8	1.5
CCOC(=O)c1ccc(-c2ccc(/C=N/NC(=O)CN(c3ccccc3Br)S(C)(=O)=O)o2)cc1
    94.7	96.7	4.9	91.3	105.4	102.3	1.6	9.6
O=C(NC(=S)NC(=O)c1ccccc1F)c1ccccc1F
    87.6	89.0	-20.9	89.1	95.7	101.3	-23.6	0.2
CCc1ccc2[nH]c(=O)c(CN(CCCN3CCOCC3)C(=O)Nc3ccc(Cl)cc3)cc2c1
    100.7	93.9	1.3	100.7	103.2	98.2	-0.4	0.7
CC(C)=CC(=O)Nc1nnc(-c2ccccc2C)s1
    96.9	97.9	-2.4	97.2	101.3	91.3	2.7	-3.5
CCOC(=O)c1c(C)[nH]c(C(=O)OCC(=O)NCCc2ccc(OCC)c(OCC)c2)c1C
    95.4	95.2	-2.6	99.2	93.8	88.6	-4.2	4.6
O=C1CSC(c2cccc(Cl)c2Cl)N1c1ccccn1 (stereo unspecified)
    82.2[may fluoresce red]	?	2.7	?	88.1[may fluoresce red]	?	3.5	0.2

The list goes on:
The line under a structure holds: CIT2-GFP yeast	LAP4-GFP MLPCN	proCasp7 act	AGP1-GFP MLPCN	MEP2 TOR yeast	RPL19A TOR yeast	proCasp3 act	AHR activator
COc1ccc(-c2cn3c(C)c(C(=O)Nc4ccncc4)sc3n2)cc1
    102.6	96.5	4.3	99.5	102.0	99.2	-6.8	-6.2
COC(=O)C1=C(C)N(C)C(C)=C(C(=O)OC)C1c1ccsc1
    104.0	100.3	5.1	120.5	97.8	105.7	5.8	1.9
O=C(OCC(=O)c1ccc(S(=O)(=O)N2CCCC2)cc1)C1=COCCO1
    103.2	101.0	7.6	104.6	100.5	100.0	11.1	-3.1
CCC1=NN(C(=O)Cc2ccccc2)C(O)(c2ccncc2)C1 (stereo unspecified)
    115.3	105.4	-2.2	107.3	113.5	108.3	9.0	-4.5
COc1cc(S(=O)(=O)N2CCN(C(=O)c3ccco3)CC2)ccc1Cl
    109.0	101.1	-5.9	106.7	110.5	109.3	2.9	-0.7
COc1ccc(CC(=O)Oc2ccc(F)c(F)c2)cc1S(=O)(=O)N1CCOCC1
    95.8	103.6	3.9	103.5	100.2	95.6	5.6	-1.2
Cc1ccccc1NC(=S)NC(=O)Cc1ccc(Cl)cc1
    99.2	88.6	-7.6	97.5	96.5	104.2	3.0	1.7
Cc1sc2nc3ccc(N4CCCCC4)nn3c(=O)c2c1C
    101.9	105.9	-8.1	·	97.2	98.3	-1.8	-8.2
CN(C)C(=O)c1cnc(-c2ccccc2)nc1-c1ccccc1
    106.0	96.8	-0.7	97.8	102.1	106.3	6.6	5.4
C/C(=N\NC(=O)c1ccccc1)c1ccc(N2CCOCC2)cc1
    97.3	102.0	8.5	103.7	103.9	101.1	3.7	11.8
CCOC(=O)c1c(NC(=O)Cn2nc([N+](=O)[O-])c(Br)c2C)sc2c1CCC(C)C2 (stereo unspecified)
    101.5	87.8	-2.6	103.8	101.1	97.5	5.5	3.5
O=C(O)c1ccc(C(=O)O)c(C(=O)c2ccc(NC(=O)c3ccccc3)cc2)c1
    101.4	100.5	9.8	100.3	108.8	104.2	8.2	11.5
CCOc1c(Cl)cc(/C=C/C(=O)N(CC)CC(=O)NCc2cccs2)cc1OC
    97.5	98.3	8.1	87.7	97.0	86.8	-1.1	12.4
Cc1ccc(N(CC(=O)N/N=C/c2ccco2)S(=O)(=O)c2ccccc2)cc1
    106.2	94.3	-1.4	103.0	98.7	98.7	5.6	-0.1
Cn1cnc2ccc([N+](=O)[O-])cc2c1=O
    103.6	96.9	-1.9	99.6	103.1	106.4	5.2	-0.1
COC(=O)CC1COc2ccccc2N1C(=O)c1cccc(Cl)c1 (stereo unspecified)
    101.6	99.0	-1.4	100.0	101.0	100.3	-2.8	2.3
CCOc1ccc(NC(=O)Nc2ccc3c(c2)N(C)C(=O)CS3)cc1
    105.4	100.2	8.3	103.6	110.9	100.3	2.2	40.3
CCC(=O)Nc1nc2ccccc2n1Cc1ccccc1
    104.2	83.1	6.9	97.3	98.6	95.9	0.3	-1.0
O=C(Cn1cnc2ccccc2c1=O)N1CCN(Cc2ccc3c(c2)OCO3)CC1
    100.3	99.8	-6.3	101.1	100.7	97.9	0.9	-0.6
COc1ccccc1OCCSc1nc(C)c(Cc2ccccc2)c(=O)[nH]1
    117.1	113.0	5.0	113.0	104.4	107.6	-1.3	6.7
Cc1ccc(C(=O)C(C)OC(=O)C2CCN(c3ccc(C(F)(F)F)cn3)CC2)cc1C (stereo unspecified)
    95.1	105.0	5.3	98.1	101.9	96.7	4.7	1.0
Cc1cccc(-c2noc(CCC(=O)NCCc3ccccc3)n2)c1
    105.1	96.7	6.8	94.0	101.9	104.4	0.2	1.2
COc1ccc(NC(=O)CN(c2c(C)cccc2C)S(C)(=O)=O)cc1
    97.2	109.1	-0.8	106.0	105.0	101.8	0.3	4.2
COc1ccc(C(=O)c2ccc(Cl)cc2)cc1
    92.2	100.2	2.5	95.5	99.9	93.8	-2.5	-3.9
NC(=S)Nc1cccc2[nH]ncc12
    101.3	101.9	1.9	105.2	94.8	96.4	-3.6	2.2
Cc1ccc(C(=O)OCC(=O)N2C(C)CCCC2C)cc1S(=O)(=O)N1CCCCC1 (stereo unspecified)
    100.1	98.2	12.1	105.2	104.2	97.2	2.9	-3.3
COc1ccc(S(=O)(=O)N(C)CC(=O)NC2CCCC2)cc1OC
    95.7	92.9	11.6	100.3	88.7	97.9	-1.1	-1.6
O=C(N/N=C/c1sc(N2CCOCC2)nc1-c1ccccc1)c1ccccc1Cl
    ·	100.2	-0.4	107.8	104.6	102.7	8.9	1.7
COc1ccc(CCN(C)C(=O)CSc2nc3ncc(Cl)cc3[nH]2)cc1OC
    85.0	91.0	0.9	91.2	93.5	93.8	-2.8	40.5
CCCn1nnnc1-c1cccc(Cl)c1
    111.9	90.2	9.6	102.0	100.4	99.9	1.4	-2.9

Two of the compounds above, in markdown:
| molecule | CIT2-GFP yeast | LAP4-GFP MLPCN | proCasp7 act | AGP1-GFP MLPCN | MEP2 TOR yeast | RPL19A TOR yeast | proCasp3 act | AHR activator |
| --- | --- | --- | --- | --- | --- | --- | --- | --- |
| Cc1cccc(CSc2ncnc3c2cnn3Cc2ccccc2)c1 | 101.9 | 97.3 | 8.9 | 108.2 | 99.9 | 100.7 | -7.4 | -2.0 |
| CN1CCN(NC(=S)NC2CCCC2)CC1 | 96.1 | 96.5 | 1.3 | 95.6 | 97.8 | 99.7 | -7.1 | 2.0 |

Further structures:
The line under a structure holds: CIT2-GFP yeast	LAP4-GFP MLPCN	proCasp7 act	AGP1-GFP MLPCN	MEP2 TOR yeast	RPL19A TOR yeast	proCasp3 act	AHR activator
Cc1cccc(CNc2ncnc3ccc(-c4ccccc4Cl)cc23)c1
    104.4	99.1	6.8	94.7	93.3	95.2	-0.7	2.9
CSc1nsc(SCC(=O)Nc2ccccc2F)n1
    105.8	101.5	2.9	101.0	99.2	104.5	2.6	10.3
COc1ccc(CCNC(=O)COc2ccc(N(C)S(=O)(=O)c3ccc(C)cc3)cc2)cc1OC
    94.9	100.6	1.3	99.3	99.4	97.2	7.8	7.8
CC(=O)c1c(C(C)=O)c(C)n(Cc2ccc(Cl)cc2)c1C
    96.6	101.5	5.5	103.8	100.2	98.9	1.9	3.7
